# Nrf2 ARE act: Nrf2 pathway activation. AREc32 ARE-luciferase reporter (MCF7-derived line), luminescence, 24 h. Potency, µM (series often up to 46.1 µM), without a hit: at the highest dose activation, actives largely listed as activators. 410,000 tested, 0.31% active. AID 624171; further: potency means the concentration at half of the fitted maximal effect; % of control where 0% means no effect; nearly all actives have a fitted effect of over 65% in size
#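 AREc32_Fluc, 1000 cells/well, OPTI-MEM + 5% FBS, o/n 37 deg C 5% CO2; 23 nL cpd by pin tool, 24 hr; Steady-Glo 30 min RT, luminescence.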
# HepG2 viability: kills HepG2 cells in TGF-b inhibitor counter-screen; HepG2 CAGA-GFP viability, ATP luminescence, 18 h; Potency, µM (highest dose often 46.1 µM), inactives show top-dose activity change, negative = cytotoxicity, usual class: cytotoxic; 410,000 tested, 0.76% active; further: potency means the concentration at half of the fitted maximal effect; some results filed as inactive show a strong effect at the top dose
#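 HepG2 CAGA-GFP cells (1000/well, DMEM with 1% FBS) received compound, then TGF-beta at 500 pg/mL final, and were incubated 18 hours at 37 degrees C. Viability was read by CellTiter-Glo luminescence. Media-only wells were set as complete cell-killing and DMSO as no toxicity.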
# ATXN viability: viability counter-screen for ATXN expression inhibitors; S2 cells (HEK-293 line with an ATXN2-luciferase reporter) viability, CellTiter-Fluor protease fluorescence, 24 h; Potency, µM (doses to about 56.7 µM), usual class: cytotoxic; 400,000 tested, 0.49% active; AID 651635; further: potency means the concentration at half of the fitted maximal effect; nearly all actives have a fitted effect of over 40% in size
# Nrf2 inh: blocks Nrf2 signaling; A549 ARE-Fluc reporter, luciferase luminescence, 18-24 h; Potency, µM (titrated, usually from 46 µM), without a hit: at the highest dose activity change, negative = inhibition, actives largely listed as inhibitors; 360,000 tested, 2.1% active; AID 504444; further: potency means the concentration at half of the fitted maximal effect; on the % scale 0 is the no-effect control and ±100 the full control effect; nearly all actives have a fitted effect of over 60% in size
#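 Nrf2 function is reported as luminescence of an ARE-controlled luciferase in A549 cells. Compounds were tested at several concentrations, and a CellTiter-Fluor read on the same wells flagged cytotoxicity.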
# Akt phos inh: inhibitors of Akt phosphorylation; Neuro2A IGF-stimulated pAkt S473 HTRF, 20 min; hits give low values; 360,000 tested, 0.32% active; AID 651550; activity change, % for hits at 50 µM; in the data active means activity change below about -80%; inconclusive means mostly about -51% to -80%; further: on the % scale 0 is the no-effect control and ±100 the full control effect
#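 Neuro2A cells in DMEM with 0.5% FBS, overnight at 37 deg C, given compound at single 50 µM final, then IGF (6 nM final) for 20 min at 37 deg C. Lysed; phospho-Akt Ser473 by HTRF after 24 h, 665/615 ratio.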
# TGFb inhibitor: blocks TGF-b signaling; HepG2 CAGA-GFP TGF-b/SMAD3 reporter, GFP fluorescence, 18 h; TGF-beta stimulated, 500 pg/mL final; 410,000 tested, 1.2% active; Potency, µM (doses to about 46.1 µM), without a hit: at the top dose activity, negative = inhibition, actives largely listed as inhibitors; further: potency means the concentration at half of the fitted maximal effect; on the % scale 0 is the no-effect control and ±100 the full control effect; nearly all actives have a fitted effect of over 65% in size
#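 Using HEPG2 CAGA-GFP reporter cells at 1000 cells/well, we pinned test compounds, stimulated with recombinant TGF-beta (500 pg/mL final) and measured total well GFP after 18 h.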
# MmCpn inh: M. maripaludis TRiC chaperonin inhibition. Potency, µM (titrated, usually from 76.9 µM), for the others: top-dose activity, negative = inhibition, usual class: inhibitors. 330,000 tested, 0.031% active. purified Mm-Cpn ATPase, ADP Transcreener TR-FRET; further: potency means the concentration at half of the fitted maximal effect; on the % scale 0 is the no-effect control and ±100 the full control effect; nearly all actives have a fitted effect of over 80% in size
#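 25 nM Mm-CPN + cpd, 10 min 37°C; + 10 uM ATP, 30 min 37°C; buffer 30 mM Tris pH 7.4, 100 mM KCl, 5 mM MgCl2, 1 mM DTT; Transcreener ADP HTRF detection 30 min RT.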
# A549 viability: counter-screen for Nrf2 inhibitors: cytotoxicity in A549 cells | AID 504648 | Potency, µM (titrated, usually from 46 µM), inactives show top-dose activity change, negative = cytotoxicity, most hits filed as inhibitors | 390,000 tested, 0.16% active | A549 ARE-Fluc cells, CellTiter-Fluor viability, 18-24 h; further: potency means the concentration at half of the fitted maximal effect; on the % scale 0 is the no-effect control and ±100 the full control effect
#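 A549 ARE-Fluc cells in 5% FBS OPTI-MEM, 5000 cells/well, rested 2 h then exposed to compounds in concentration-response for 18-24 h at 37 °C. Viability by CellTiter-Fluor fluorescence (Ex 405/Em 525) after 30 min; luciferase luminescence (BugLite, 15 min, RT) read afterwards.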
# CCT modulator: cytosolic chaperonin activity modulation; purified chaperonin ATPase assay, HTRF ADP detection, 30 min; activity change, % (no concentration beside the values), hits read low; 360,000 tested, 0.3% active; AID 651819; in the data active means activity change below about -30%; further: on the % scale 0 is the no-effect control and ±100 the full control effect
#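 TRiC at 40 or 20 nM final (batch-dependent) in 30 mM Tris pH 7.4, 100 mM KCl, 5 mM MgCl2, 1 mM DTT, with compound at single 76 uM and 10 uM ATP, 30 min at 37 deg C. ADP detected by HTRF Transcreener, 665/615 ratio.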
# The depositor's hits bear a star; i = inactive; ? = inconclusive; . = not tested or not shown; & = joins results of further samples; [ ] = remark or other dose. Unless noted, the call rests on the fitted dose curve; in most records, active means well fitted curve in the direction sought with a large enough effect; inconclusive means small, poorly fitted or top-dose-only effect, or another doubt; inactive means no such curve, though single readings can be large; an effect the other way counts as inactive or inconclusive.
SMILES	Nrf2 ARE act	HepG2 viability	ATXN viability	Nrf2 inh	Akt phos inh	TGFb inhibitor	MmCpn inh	A549 viability	CCT modulator
O=C(NCCC(=O)N1CCN(c2ncccn2)CC1)c1ccccc1	0.3%	-6%	i	6%	i	29%	0%	-5%	0.8
CC(=O)Nc1ccc(S(=O)(=O)NC2(C(F)(F)F)C(=O)NC(C)=C2C#N)cc1 (stereo unspecified)	1.2%[9.22 µM]	-2%	i	5%	i	0%	0%	0%	-1.4
COc1ccc(C(=O)CCNc2cccc(Cl)c2)cc1	3.1%	-1%	i	?	i	-5%	1%	0%	0.0
CC(=O)Nc1c(C#N)c(C(C)(C)C)cn1C	-0.5%	-9%	i	3%	i	7%	1%	1%	-2.0
COc1cc(C2C3C(=O)N(c4ccccc4)C(=O)C3ON2c2ccccc2)cc(OC)c1OC (stereo unspecified)	-0.7%	7%	?	.	i	-8%	-5%	-5%	-3.3
CNC(=O)C1=C(C)Nc2nc3ccccc3n2C1c1ccc(F)cc1 (stereo unspecified)	-0.1%	-8%	i	5%	i	0%	0%	1%	-1.6
O=C(CS(=O)(=O)c1ccccc1)Nc1nnc(Cc2ccccc2)s1	-0.4%	8%	i	-1%	i	50%[activator]	0%	-1%	-0.3
COCCNC(=S)N(CCc1c(C)[nH]c2ccc(OC)cc12)Cc1cccnc1	-0.3%	-21%	i	-10%	i	-12%	0%	0%	-2.6
O=S(=O)(Nc1ccc(-c2nnc(SCc3ccc(Cl)cc3)o2)cc1)c1ccccc1	2.4%	-15%	i	?	i	?	0%	-26%	1.0
COC(=O)c1cc(-c2ccc(F)cc2)n(-c2ccccc2)n1	-0.1%	5%	i	-21%	i	10%	2%	-1%	0.1
CCN1CCN(Cc2c(O)ccc3oc(C)c(C(=O)Nc4ccc(OC)cc4)c23)CC1	4.1%	-11%	i	16%	.	4%	.	9%	.
Cc1nn(-c2ccc(N3CCCC3)nn2)c(C)c1CCC(=O)NCc1ccc(OC(C)C)cc1	0.1%	-5%	.	-24%	.	-11%	.	0%	.
CC(C)CC(=O)NC(=S)Nc1ccc(S(=O)(=O)N2CCCC2)cc1	-0.2%	-17%	i	-3%	i	-27%	1%	2%	-2.9
CCN1CNC(=S)N(Cc2ccccc2)C1	-0.2%	-1%	i	-7%	i	-5%	1%	1%	-2.2
CCOC(=O)c1sc2nc(NC(=O)C(C)(C)C)sc2c1C	4.7%	-28%	?	?	i	?	-2%	-5%	-3.8
CN(C)c1ccc(/C=N/NC(=O)CN2CCCCC2)cc1Br	0.0%	-5%	i	2%	i	-5%	-1%	7%	-0.8
Cc1cc(NC(=O)c2noc3c2CCCCC3)nn1Cc1ccc(Cl)cc1	-0.3%	-44%	i	1%	i	-6%	-1%	10%	-2.9
CCOc1ccc(Oc2nc(NCC(C)C)nc(OC)n2)nn1	6.6%	5%	i	15%	i	1%	1%	-5%	-0.8
COCCNC(=O)C1(C(F)(F)F)C/C(=C\Cc2ccccc2)CCCO1 (stereo unspecified)	.	-8%	.	2%	.	1%	.	22%	.
O=C(CCc1nnc(C2CCCCC2)o1)NCc1cccc(-n2cccn2)c1	0.6%	-16%	i	9%	i	18%	-1%	0%	-0.7
CC(NC(=O)c1ccccc1)c1nc2ccccc2n1Cc1ccc(C#N)cc1 (stereo unspecified)	-0.2%	-2%	i	.	i	-13%	-1%	?	0.4
Cc1ccc(C(O)c2ccncc2)cc1 (stereo unspecified)	-1.2%	-14%	i	.	i	12%	1%	0%	-0.6
CC(=O)c1cccc(NC(=O)CSc2nc3c(=O)n(C)c(=O)n(C)c3n2C)c1	-0.1%	-1%	.	.	.	8%	.	-6%	.
O=C1COc2ccc(S(=O)(=O)N3CCN(c4cccc(Cl)c4)CC3)cc2N1	0.7%	-18%	i	10%	.	-10%	3%	25%	0.1
COc1ccc(OC)c(NC(=O)C(CC(=O)O)NCc2ccco2)c1 (stereo unspecified)	-0.8%	0%	i	-5%	i	0%	1%	-2%	0.6
CCC(C)(C(=O)NC1CCCCC1)N(CC1CCCO1)C(=O)c1ccccn1 (stereo unspecified)	-1.0%	1%	i	?	i	-16%	-1%	2%	0.0
Cc1cc(COC(=O)C2N3C(=O)[C@@H](NC(=O)COc4ccccc4)[C@H]3SC2(C)C)on1 (stereo partly specified)	-0.4%	18%&6%	i	4%	i	21%&-9%	3%	0%	0.0
CCNc1ccc(S(=O)(=O)N(C)C)cc1NCC(=O)Nc1ccccc1Br	2.9%	-14%	i	-13%	i	?	-3%	2%	1.8
O=c1[nH]c(/C=C/c2cccc3ccccc23)nc2ccccc12	6.8%	-22%	.	-28%	i	-22%	2%	2%	-1.3
Nc1ccc2oc(=O)c3ccccc3c2c1	5.5%	3%	i	3%	i	-10%	0%	-9%	-3.3
CCOc1ccc(-n2c(SCC(=O)Nc3cc(C)on3)nnc2-c2c[nH]c3ccccc23)cc1	0.3%	-6%	i	.	i	1%	1%	-3%	-15
Cc1cc([N+](=O)[O-])cc2ncccc12	7.8%	-1%	i	-5%	i	-2%	1%	13%	0.6
CCCC(=O)N1CCN(c2ccc(NC(=O)c3ccc([N+](=O)[O-])o3)cc2)CC1	?	-90%	i	?	i	?	1%	?	-0.8
COc1ccc(-c2csc3ncnc(N4CCN(c5cccc(OC)c5)CC4)c23)cc1	-0.4%	-3%	i	-11%	i	?	-7%	8%	-2.9
Cc1ccc(C(=O)OCC(=O)c2c[nH]c3ccccc23)cc1NC(=O)c1ccco1	11%	-19%	i	?	i	0%	-6%	4%	-1.7
CN1CCN(C=Nc2nc3ccccc3nc2N2CCCC2)CC1	0.4%	-3%	.	20%	i	7%	1%	-3%	0.5
Cc1cc(Br)ccc1NC(=O)Cn1cc(S(=O)(=O)N2CCN(c3ccccc3F)CC2)c2ccccc2c1=O	-0.5%	2%	i	7%	.	-9%	.	2%	.
Cc1ccc2nc(NC(=O)CSc3nccn3Cc3ccccc3)sc2c1	0.6%	-18%	i	.	.	?	.	5%	.
COc1cccc(C(=O)Nc2ccc(-n3nncc3-c3ccccc3)cc2)c1OC	-0.2%	25%	.	.	.	41%[activator]	.	-3%	.
CCN1Cc2ccccc2-c2ccccc2S1(=O)=O	-0.3%	7%	i	1%	i	2%	1%	-3%	1.5

# Shown field by field: part of the list above.
> COc1ccc(-c2csc3ncnc(N4CCN(c5cccc(OC)c5)CC4)c23)cc1
  Nrf2 ARE act: -0.4% | HepG2 viability: -3% | ATXN viability: i | Nrf2 inh: -11% | Akt phos inh: i | TGFb inhibitor: ? | MmCpn inh: -7% | A549 viability: 8% | CCT modulator: -2.9

> Cc1ccc(C(=O)OCC(=O)c2c[nH]c3ccccc23)cc1NC(=O)c1ccco1
  Nrf2 ARE act: 11% | HepG2 viability: -19% | ATXN viability: i | Nrf2 inh: ? | Akt phos inh: i | TGFb inhibitor: 0% | MmCpn inh: -6% | A549 viability: 4% | CCT modulator: -1.7

# Following part.
SMILES	Nrf2 ARE act	HepG2 viability	ATXN viability	Nrf2 inh	Akt phos inh	TGFb inhibitor	MmCpn inh	A549 viability	CCT modulator
CCOC(=O)C1=NN(C(=O)Nc2ccc(OC)cc2)C2C(=O)N(c3cccc(C(F)(F)F)c3)C(=O)C12 (stereo unspecified)	-0.6%	6%	i	-6%	i	2%	-7%	-4%	-1.4
O=C(CSc1nnnn1C1CCCC1)NCc1ccc2c(c1)OCO2	-0.4%	-16%	i	8%	i	-27%	1%	16%	-3.3
COC(=O)CC1C(=O)NCCN1C(=S)Nc1ccc(F)cc1 (stereo unspecified)	0.0%	12%	i	-12%	i	-11%	0%	-5%	0.5
COc1ccccc1Oc1ccc2c(c1)C(=O)N(c1ccc(O)cc1)C2=O	-0.3%	-26%	i	.	i	-29%	0%	-2%	0.3
CCSc1nc2cc(C(=O)OC)ccc2c(=O)n1CC	-0.4%	3%	i	13%	i	3%	1%	17%	0.3
Cc1cc(NC(=O)Cn2cc([N+](=O)[O-])cn2)no1	-0.6%	12%	i	12%	i	22%	1%	4%	-0.4
CCn1cnc2c(NCCc3cccnc3)nc(C#N)nc21	0.1%	-19%	i	12%&3%	.	2%	2%	-2%&-5%	.
CC(C)c1nc(C#N)c(NCCCn2ccnc2)o1	-0.1%	-6%	i	?	i	18%	0%	17%	1.7
O=C(Nc1ccccc1)Nc1ccccc1Br	7.9%	-26%	i	1%	i	8%	3%	-1%	-0.7
CCCC(=O)NC(Nc1ccc(S(=O)(=O)Nc2cc(C)on2)cc1)(C(F)(F)F)C(F)(F)F	0.4%	-2%	?	2%	i	?	.	0%	-2.1
C=CCc1cc(/C=N/NC(=O)CSc2nnc(CCCc3ccc(OC)cc3)o2)cc(OC)c1O	2.3%	-18%	i	.	i	?	0%	-6%	-1.8
Cc1ccccc1NS(=O)(=O)c1ccc(OCCNS(C)(=O)=O)cc1	-0.6%[9.22 µM]	-8%	i	-11%	i	-2%	1%	0%	-0.6
Cc1ccc(-n2c(CNc3ccc(F)cc3)nnc2SCC(N)=O)cc1	2.3%	-30%	i	7%	i	1%	2%	-1%	2.6
Cc1ccc(NC(=O)Cc2ccc(NC(=O)N3CCCCc4ccccc43)cc2)cc1Cl	-1.1%	-1%	i	9%	.	7%	.	-2%	.
COCC(=O)Nc1sc2c(c1C(=O)OC)C(C(=O)OC)CC2 (stereo unspecified)	-0.6%	-6%	i	15%	i	?	-1%	1%	-0.6
CC1(C(=O)N2CCCCC2)CCN1C(=O)Cc1ccc(-c2ccccc2)cc1 (stereo unspecified)	5.4%	-31%	?	.	i	-35%	.	.	-0.5

# Screens as filed in PubChem.
